ER stress death = ER stress cell death inhibition; CSM14.1 thapsigargin ER stress survival, ATP luminescence; relative survival (cellular ATP), % at 15 µg/mL (by protocol); actives 0.33% (n = 48,000);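 active = survival measured by cellular ATP above 50% at 15 µg/ml in the first screen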;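 also: cell death triggered by about 15 µM thapsigargin; ATP read 24 h after thapsigargin was added; plate controls were thapsigargin with DMSO for no effect and DMSO without thapsigargin for full effect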
An asterisk follows results filed as active. Some of the compounds tested (hit frequency here may not be typical).

SMILES	ER stress death
O=C(/C=C/c1cn(-c2ccccc2)nc1-c1ccc(Cl)cc1)c1cccs1	2.7
CC(C)(C)c1ccc(S(=O)(=O)Nc2ccccc2[N+](=O)[O-])cc1	6.8
COc1ccccc1N(S(=O)(=O)c1ccccc1)S(=O)(=O)c1ccccc1	4.7
O=C1NN(c2ccc(F)c(Cl)c2)C(=O)/C1=C\c1ccco1	-2.2
COc1cccc(/C=N/n2c(-c3ccccc3)n[nH]c2=S)c1	9.4
O=S(=O)(Nc1ccc2oc3c(c2c1)CCCC3)c1ccccc1	-5.0
Cc1cc2c(cc1C)CN(c1ccc(C=Nc3cccc(Br)c3)cc1)C2	4.4
O=C(C(c1ccccc1)c1ccccc1)N1CCN(Cc2ccccc2[N+](=O)[O-])CC1	91.5*
CCCOc1cccc(C2C3=C(CC(C)(C)CC3=O)Nc3ccccc3N2C(=O)CC)c1 (stereo unspecified)	-0.6
COC(=O)C1=C(C)NC2=C(C(=O)CC(c3ccc(OC)c(OC)c3)C2)C1c1ccccc1OCc1ccccc1 (stereo unspecified)	60.6*
COc1ccc(Br)cc1CN1CCN(Cc2cccnc2)CC1	4.4
Cc1ccc(OCCCCN2CCC(C)CC2)cc1C	-2.9
O=C(/C(=N\O)n1cncn1)c1ccc(Cl)cc1Cl	9.6
O=C(O)/C=C/c1cccc(NS(=O)(=O)c2cccs2)c1	4.1
O=C1C(=O)N(c2cccnc2)C(c2ccccc2[N+](=O)[O-])/C1=C(\O)c1ccc(Cl)cc1 (stereo unspecified)	8.2
O=C(O)c1c(F)c(F)c(N2CCOCC2)c(F)c1F	6.0
Cc1cc(OCC(=O)Nc2ccc(Cl)cn2)ccc1Cl	-0.9
CCOc1cc(/C=N/NC(=O)COc2ccccc2C)cc(I)c1O	4.3
CN(C)c1ccc(/C=C(\NC(=O)c2ccccc2)C(=O)Nc2ccc(Cl)cc2)cc1	12.3
O=C1C2=C(Nc3[nH]n(-c4ccccc4)c(=O)c3C2c2ccccc2)c2ccccc21 (stereo unspecified)	0.0
COc1cc(/C=C(\C#N)C(=O)NCc2ccco2)c(Br)c(Br)c1O	29.6
Cc1cc(C)c(S(=O)(=O)Nc2cc(Cl)c3oc4c(c3c2)C(=O)CCC4)c(C)c1	3.0
COc1cc(C2NC(=S)NC(C)=C2C(=O)Nc2ccc(C)cc2)ccc1O (stereo unspecified)	3.6
COc1ccc(OC)c(/C=C2\C(=O)NC(=O)N(c3ccccc3)C2=O)c1	-3.9
COc1ccc(C(N)=O)cc1NC(=O)c1ccccc1C	0.6
CCc1ccc(N2C(=O)/C(=C/c3cc(C)n(-c4cccnc4)c3C)C(=O)NC2=S)cc1	9.3
NC(=O)NC(c1ccc(Cl)cc1)c1ccccc1Cl (stereo unspecified)	-0.4
O=C(O)/C=C(/c1ccccc1)C(F)(F)F	7.9
CCCOC(=O)c1c(NC(=O)c2cc3ccccc3oc2=O)sc2c1CCC(C)C2 (stereo unspecified)	9.5
Cc1ccc(NC(=O)CC2Nc3ccccc3NC2=O)cc1Cl (stereo unspecified)	11.5

Part of the list above, field by field.
SMILES: Cc1cc(OCC(=O)Nc2ccc(Cl)cn2)ccc1Cl
  ER stress death = -0.9

SMILES: CCOc1cc(/C=N/NC(=O)COc2ccccc2C)cc(I)c1O
  ER stress death = 4.3

SMILES: CN(C)c1ccc(/C=C(\NC(=O)c2ccccc2)C(=O)Nc2ccc(Cl)cc2)cc1
  ER stress death = 12.3

SMILES: O=C1C2=C(Nc3[nH]n(-c4ccccc4)c(=O)c3C2c2ccccc2)c2ccccc21 (stereo unspecified)
  ER stress death = 0.0

More records:
SMILES	ER stress death
O=C(NCc1ccccc1)NC(=O)c1ccncc1	6.4
CCCN1C(=O)c2ccccc2NC1c1ccccc1F (stereo unspecified)	-1.6
Cc1ccc(/C=C/C(=O)Nc2ccc(F)cc2F)o1	-13.1
Cc1cc(OCc2nc(-c3ccc(Cl)cc3Cl)no2)ccc1Br	-1.8
CC(=O)c1c(C)n(-c2ccc(Cl)cc2)c2ccc(O)cc12	-4.5
COc1cc(NC(=O)C(=O)NCCN(C)C)c(OC)cc1Cl	0.2
CCOC(=O)c1c(C)oc2ccc(OC(=O)c3ccc(C)cc3)cc12	3.9
O=C(Nc1ccc(F)cc1F)c1ccc(Cl)cc1	18.8
Cc1ccc(-c2ccccc2)n1-c1cccc2cccnc12	-10.2
CCc1ccc(/C=C(/NC(C)=O)C(=O)O)s1	2.8
COc1cccc(OCCNS(=O)(=O)c2ccc3ccccc3c2)c1	7.9
O=C(CSc1nnc(-c2ccccc2)n1-c1ccccc1)N/N=C/C=C/c1ccccc1	8.5
O=[N+]([O-])c1ccc(O)c(-c2nc(-c3ccccc3)c(-c3cccs3)[nH]2)c1	4.5
CCCCOc1ccccc1C1C(C(=O)OC)=C(C)N(C)C(C)=C1C(=O)OC	0.6
O=C1NN(c2ccc(I)cc2)C(=O)/C1=C\c1ccc(O)cc1O	1.3
CCCOC(=O)c1ccc(NC(=S)Nc2ccccc2)cc1	-2.6
CC1=NN(C(=O)c2ccc([N+](=O)[O-])cc2)C(O)(c2ccc(Cl)cc2)C1 (stereo unspecified)	-9.8
Nn1c(NCc2ccccc2)nc2ccccc21	-1.3
O=C(NC(N1CCCCC1)C(Cl)(Cl)Cl)c1ccc(Cl)cc1Cl (stereo unspecified)	12.1
COc1ccccc1OCCNC(=O)c1ccc(Br)cc1	11.2
C/C=C/COC(=O)C1=C(C)NC(=O)NC1c1ccc(Br)cc1 (stereo unspecified)	19.5
O=C(O)Cn1c(O)c(/C=C2\C=Nc3ccccc32)sc1=S	2.0
COc1ccccc1NCC(=O)N/N=C/c1cc(Br)cs1	7.2
COc1ccccc1NC(=O)CC1S/C(=N\N=C(/C)c2ccc(F)cc2)NC1=O (stereo unspecified)	5.7
CC(C)(C)NC(=O)C1CCC(C)(C(=O)O)C1(C)C (stereo unspecified)	11.1
COc1ccccc1C1C(C(=O)/C=C/c2ccccc2)=C(O)C(=O)N1CCCCCC(=O)O (stereo unspecified)	-5.4
C=CCN1C(=O)/C(=C\c2ccc(-c3ccc([N+](=O)[O-])cc3Br)o2)C(=O)NC1=S	18.1
C/C(CC(=O)Nc1ccccc1Cl)=N\NC(=O)c1ccco1	12.0
O=C1CC(c2ccc(Cl)cc2)c2ccc3ccccc3c2N1 (stereo unspecified)	1.2
COC(=O)C1=C(C)NC2=C(C(=O)CCC2)C1c1ccc(OCc2ccc(F)cc2)c(OC)c1 (stereo unspecified)	6.2

The last two entries of the part above lead into the next.
SMILES	ER stress death
O=C1CC(c2ccc(Cl)cc2)c2ccc3ccccc3c2N1 (stereo unspecified)	1.2
COC(=O)C1=C(C)NC2=C(C(=O)CCC2)C1c1ccc(OCc2ccc(F)cc2)c(OC)c1 (stereo unspecified)	6.2
COCCCNC(=O)CN(c1cccc([N+](=O)[O-])c1)S(=O)(=O)c1ccccc1	1.3
O=S(=O)(Nc1ccc(O)cc1)c1cc(Cl)ccc1Cl	-2.3
O=C(Nc1ccccc1F)c1ccccc1F	7.5
Cc1cc(C=C(C#N)C#N)c(C)n1-c1cccc(Cl)c1	2.0
O=c1c(Oc2ccc(Cl)cc2Cl)c(C(F)(F)F)oc2cc(O)ccc12	2.8
Cc1cc(C)cc(NC(=O)c2ccc(F)cc2)c1	6.3
COc1cccc(CN2CCN(Cc3ccccn3)CC2)c1	-3.1
CSc1ccc(S(=O)(=O)N(CC(=O)Nc2c(C)cccc2C)c2ccc(C)cc2)cc1	4.9
O=C(Nc1ccccc1C#Cc1ccccc1)c1cccnc1	17.2
CCOC(=O)c1c(NC(=O)COc2ccccc2C)sc(C(=O)Nc2ccccc2F)c1C	6.9
Cc1ccc(C(C)C)c(OCC(=O)N/N=C/c2ccc(C(=O)O)cc2)c1	0.4
COc1ccc(-c2csc(/C(C#N)=C/c3ccc(C)o3)n2)cc1OC	10.2
O=C(c1ccco1)N1CCN(C2CCC(c3ccccc3)CC2)CC1 (stereo unspecified)	-2.6
CCc1ccccc1NC(=O)c1nn2c(c1Cl)NC(c1ccc(C)cc1)CC2C(F)(F)F (stereo unspecified)	8.5
O=S(N1CCCCC1)C12CC3CC(CC(C3)C1)C2 (stereo unspecified)	15.5
Cc1cccc(NC(=O)CN(c2cccc(Cl)c2)S(C)(=O)=O)c1	10.0
Cc1cc(NC(=O)c2ccc(Cl)cc2Cl)no1	-7.3
O=C1/C(=C/c2ccc(I)o2)SC(=S)N1c1ccc([N+](=O)[O-])cc1	9.2
CC(=O)c1cc(Cc2csc(C(C)=O)c2)cs1	6.9
Clc1ccc(-c2noc(-c3ccc(Br)cc3)n2)cc1	7.3
O=c1/c(=C/c2cccc(OCCOc3ccc(Br)cc3)c2)sc2nc3ccccc3n12	14.1
O=C(N/C(=C/c1cccc(Br)c1)C(=O)N1CCCCCC1)c1ccccc1	6.4
O=c1/c(=C/c2ccccn2)sc2nc3ccccc3n12	-1.3
COc1ccc(OC)c(N(CC(=O)Nc2ccc(Oc3ccccc3)cc2)S(C)(=O)=O)c1	3.1
CCOC(=O)C1=C(C)NC(=S)NC1c1cc([N+](=O)[O-])ccc1O (stereo unspecified)	1.9
CCOc1ccc(C(=O)Nc2cc(Cl)ccc2OC)cc1OCC	3.0
O=C1NC(=S)N(c2ccccc2F)C(=O)/C1=C/c1ccc(Sc2ccccc2)o1	0.4
Cc1ccc(NC(=O)c2cccc(F)c2)cc1Cl	-2.2
CCCSc1nsc(SCCC)c1C#N	-3.6
O=C(NCc1ccccc1)c1ccncc1	9.1
C(=N\Nc1nc(N2CCOCC2)nc(N2CCOCC2)n1)/c1ccccc1	5.3
O=[N+]([O-])c1cc(-c2nnc(-c3ccc(Cl)c([N+](=O)[O-])c3)o2)ccc1Cl	-4.9
Fc1ccc(-c2cc(-c3ccccc3)nc(N/N=C\c3ccco3)n2)cc1	6.2
CCOC(=O)c1sc2nccc(N(C)C)c2c1N	-0.5
COc1cc2c(cc1NC(=O)c1ccccc1Br)oc1ccccc12	2.8
O=C(COc1ccc(Cl)cc1Cl)Nc1ccc(S(=O)(=O)N2CCc3ccccc32)cc1	-2.8
CCCc1cc(=O)oc2cc(OCC(=O)C(C)(C)C)ccc12	6.8
CCN1C(=O)/C(=C\c2cccc(OS(=O)(=O)c3ccc(C)cc3)c2)SC1=S	7.0
CCC(Oc1ccccc1)C(=O)Nc1ccncc1 (stereo unspecified)	4.3
Cc1cccc(OCC(=O)NC(C)C)c1	-5.1
COc1ccc(S(=O)(=O)N2CCN(Cc3cccc(OC)c3)CC2)cc1	-0.6
CCOc1ccc(NC(=S)NC(NC(=O)C(c2ccccc2)c2ccccc2)C(Cl)(Cl)Cl)cc1 (stereo unspecified)	5.0
COC(=O)C1=C(C)NC(=S)N(C(C)=O)C1c1ccc(Cl)cc1 (stereo unspecified)	0.9
O=C(N/N=C\c1ccc(O)cc1O)C(=O)N/N=C/c1ccc(O)cc1O	-4.0
c1nnc(Sc2nc(N3CCOCC3)nc(N3CCOCC3)n2)n1-c1nc(N2CCOCC2)nc(N2CCOCC2)n1	3.2
COc1cccc(NC(=S)NC(=O)c2cccs2)c1	-8.2
Cc1cc(C(=O)Nc2ccc3ncccc3c2)ccc1[N+](=O)[O-]	-1.0
CCOc1cc(OCC)cc(C(=O)Nc2ccc(N3CCOCC3)c(Cl)c2)c1	2.2
COC(=O)CCC(=O)Oc1ccc(-c2ccccc2)cc1	12.0
COCCOC(=O)c1c(C)oc2ccc(OCC(=O)c3ccccc3)cc12	0.0
O=[N+]([O-])c1ccc(/C(=N\Nc2ccccc2)c2cc(O)ccc2O)cc1	4.7
Cc1ccc(NC(=O)/C=C\C(=O)O)c(C)c1	11.5
CCc1ccc(-c2[nH]c(=S)[nH]c(=O)c2C#N)cc1	4.1
O=C(Cn1cc(/C=C2/C(=O)NC(=O)N(c3cccc(F)c3)C2=O)c2ccccc21)Nc1ccccc1	4.7
CN(C)S(=O)(=O)c1ccc(C(=O)Nc2nc(-c3ccccc3)c(-c3ccccc3)s2)cc1	-1.7
CC(C)CNC(=O)C1CN(S(=O)(=O)c2ccccc2)CCN1S(=O)(=O)c1ccccc1 (stereo unspecified)	6.2
COc1ccc(C(C)=O)c2c(O)cccc12	-6.8
COc1ccc(OCC(=O)NCCNC(=O)COc2ccc(OC)cc2)cc1	10.2
Cc1ccc(NS(=O)(=O)c2cccc3c2C(=O)c2ccccc2C3=O)cc1C	-26.6
Cc1ccc(-c2cc(C(=O)NC(C)C)c3ccccc3n2)cc1	2.6

The list continues:
SMILES	ER stress death
COC(=O)c1ccc2c(c1O)C(=O)c1ccccc1C2=O	-12.1
CCOc1cc(/C=C2\C(=O)NC(=O)N(c3ccc(Cl)cc3)C2=O)c(Br)cc1OC	-2.3
O=[N+]([O-])c1cc(Cl)ccc1NCCCNS(=O)(=O)c1ccccc1	9.9
O=C(N/N=C/c1cc(Br)c(Br)o1)C(O)(c1ccccc1)c1ccccc1	2.7
O=C(COc1ccc2ccccc2c1)Nc1ccc(-c2nc3cccnc3o2)cc1	1.9
Cc1ccc(NC2CC(C)N(C(=O)CN3C(=O)c4ccccc4C3=O)c3ccc(C)cc32)cc1 (stereo unspecified)	8.8
CCOC(=O)C1=C(c2ccccc2)OC(N)=C(C#N)C1c1cccs1 (stereo unspecified)	1.9
O=C(CN1C(=O)c2ccccc2C1=O)Nc1cccc2ncccc12	7.4
COC(=O)C1=C(C)N(c2ccc(C)c(C)c2)/C(=C/c2ccco2)C1=O	0.7
CS(=O)(=O)N(Cc1ccccc1)c1ccc(C(=O)N2CCOCC2)cc1	9.6
CCN(CC)CCCCCCOc1ccc(Cl)cc1	-25.6
Cc1ccc(NC2CC(=O)N(c3cccc(C(F)(F)F)c3)C2=O)cc1 (stereo unspecified)	-3.4
O=C(O)/C(=C\c1ccc(Cl)cc1)NC(=O)c1ccco1	-2.4
COc1ccccc1C(O)(C(=O)Nc1ccccn1)c1ccccc1OC	8.6
Cc1cc2nc(-c3ccc(NC(=O)c4ccco4)cc3O)oc2cc1C	3.4
O=C1NC(=O)N(c2ccc(Br)cc2)C(=O)/C1=C\c1ccc(-c2ccccc2[N+](=O)[O-])o1	12.3

Random excerpt: two entries already listed
SMILES	ER stress death
O=[N+]([O-])c1cc(Cl)ccc1NCCCNS(=O)(=O)c1ccccc1	9.9
Cc1ccc(NC2CC(=O)N(c3cccc(C(F)(F)F)c3)C2=O)cc1 (stereo unspecified)	-3.4

Source: PubChem BioAssay
